SR-BI DiI inh: inhibitors of mouse SR-BI mediated HDL lipid uptake; Q61009; ldlA[mSR-BI] CHO cells, DiI-HDL uptake fluorescence, 3 h; inhibition, % at 12.5 µM; actives 0.96% (n = 320,000); AID 488896;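 active = mean replicate inhibition of at least 70% and a set share of replicates each scoring 70 or more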;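 also: 0% = median of neutral control wells and 100% = median of positive control wells; values of inactives mirror those of a sister screen read the other way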
Target sequence (Q61009 whole entry, looked up): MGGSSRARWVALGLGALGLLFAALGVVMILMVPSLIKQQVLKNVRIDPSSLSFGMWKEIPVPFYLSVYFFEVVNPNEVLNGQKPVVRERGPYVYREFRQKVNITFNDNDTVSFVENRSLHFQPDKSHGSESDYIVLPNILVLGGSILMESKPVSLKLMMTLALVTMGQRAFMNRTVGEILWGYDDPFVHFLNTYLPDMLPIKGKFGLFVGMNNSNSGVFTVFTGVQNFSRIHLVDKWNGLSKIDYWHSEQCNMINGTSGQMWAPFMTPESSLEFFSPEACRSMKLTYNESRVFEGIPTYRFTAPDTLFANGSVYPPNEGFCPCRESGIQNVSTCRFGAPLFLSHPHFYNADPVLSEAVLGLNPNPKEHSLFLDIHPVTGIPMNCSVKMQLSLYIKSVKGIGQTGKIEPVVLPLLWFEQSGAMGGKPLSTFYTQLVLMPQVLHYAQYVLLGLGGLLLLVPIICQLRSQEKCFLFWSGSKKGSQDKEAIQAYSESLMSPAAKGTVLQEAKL
Wnt act: Wnt/beta-catenin pathway activation | Wnt/beta-catenin reporter cell assay, activator, plate reader | activation, % at 9.35 µM | actives 1.2% (n = 300,000); in the data active = activation above about 30%, passing the limit was not always enough;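 also: 0% = neutral control wells and 100% = positive control wells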
dFosB activator: mouse delta FosB homodimer activation. actives 0.99% (n = 340,000). P13346. activation, % at 25 µM. purified delta FosB, TAMRA-CDK5 oligo fluorescence polarization; percent of positive-control signal above neutral wells. AID 493131;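 active = mean activation above about 17%, with every replicate also reaching it, limit read from the data, passing the limit was not always enough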;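 also: fluorescence polarization rise as delta FosB binds a TAMRA Cdk5 AP-1 oligo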
CDK5 p35 inh: inhibitors of human CDK5/p35 kinase; Q00535+Q15078; Recombinant CDK5/p35, ADP-Glo luminescence, 60 min; inhibition, % at 10 µM; actives 0.01% (n = 330,000); AID 488839;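 active = highest replicate inhibition of at least 50% and at least 75% of replicates reaching 50%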;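 also: plate controls were DMSO neutral control for no effect and GW8510 at 10 µM for full effect; many of its hits are not listed in these tables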
SR-BI uptake up: enhances SR-BI lipid uptake from DiI-HDL; actives 0.096% (n = 320,000); CHO ldlA[mSR-BI] cells, DiI-HDL uptake fluorescence, 3 h; 100 = double the neutral-control signal; activation, % at 12.5 µM;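 active = mean replicate activation of at least 60% and every replicate at or above 60%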;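 also: 0% = median plate neutral-control signal and 100% = twice that signal; values of inactives mirror those of a sister screen read the other way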
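Assay system: LDL receptor-deficient CHO ldlA cells overexpressing murine SR-BI / Medium: BSA-supplemented, HEPES-buffered Ham's F12, pH 7.4 / Probe or stimulus: DiI-labelled HDL at 10 µg/mL final / Timing: compound with DiI-HDL co-incubation, 3 h at 37 °C / Technique: bottom-read cell fluorescence after medium removal, ex 550/em 595 nm / Measure: HDL uptake via cellular fluorescence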
Rtt109 HAT inh: blocks Candida albicans Rtt109/Vps75 acetyltransferase activity; inhibition, % at 34.9 µM; actives 0.16% (n = 330,000); purified Rtt109/Vps75, ThioGlo CoA-SH fluorescence, 4 h;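 active = inhibition of at least 50% in every replicate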
PvdQ inh: blocks Pseudomonas aeruginosa PvdQ acylase activity; actives 0.063% (n = 340,000); inhibition, % at 10 µM; purified PvdQ acylase, fluorescence plate reader; in the data active = inhibition above about 30%, passing the limit was not always enough;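 also: 0% = vehicle neutral wells and 100% = reference inhibitor wells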
MITF act: activators of MITF-driven TRPM1 promoter activity in SK-MEL-5 cells; SK-MEL-5 TRPM1-promoter luciferase, 24 h; % of positive control, neutral wells = 0; activation, % at 12.5 µM; actives 0.75% (n = 300,000); AID 588334;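 active = mean activation of at least 80% with every replicate also reaching 80%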;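 also: 0% = neutral control wells and 100% = parthenolide positive control wells; values of inactives mirror those of a sister screen read the other way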
cardiac RTF act: cardiac RTF calcium sensitization | AID 493008 | IANBD-labeled TnC RTF fluorescence at EC20 calcium; 0% EC20 calcium, 100% full calcium | P19429+P45379 | activation, % at 7.2 µM | actives 0.24% (n = 340,000);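 active = activation above the mean over all tested compounds plus 3 SD, cut at about 30% in these data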;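 also: rise in fluorescence read as greater calcium sensitivity of cardiac thin filaments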
HTR5A ag ctr: HTR5A agonism, opioid heterodimer counter-screen; P47898; HTR5A agonist assay, luminescence, cell-based; activation, % at 9.3 µM; actives 0.61% (n = 340,000); AID 504692; in the data active = activation mostly above about 9.5%, no sharp cut-off; inactive = mostly below about 7.6%;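 also: 0% = cells with vehicle only and 100% = reference agonist; strong numbers were not always called active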
Target sequence (P47898 whole entry, looked up): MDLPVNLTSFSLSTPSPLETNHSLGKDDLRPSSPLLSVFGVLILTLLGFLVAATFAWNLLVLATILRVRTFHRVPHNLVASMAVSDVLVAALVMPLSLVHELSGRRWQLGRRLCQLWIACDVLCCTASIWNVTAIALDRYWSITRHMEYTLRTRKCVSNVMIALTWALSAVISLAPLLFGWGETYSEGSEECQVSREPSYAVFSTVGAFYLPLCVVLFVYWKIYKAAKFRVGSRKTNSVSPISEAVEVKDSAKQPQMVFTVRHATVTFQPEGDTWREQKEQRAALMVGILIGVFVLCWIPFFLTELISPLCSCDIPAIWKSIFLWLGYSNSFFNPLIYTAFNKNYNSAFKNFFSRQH
Starred values were filed as active, the others as inactive; · = no result given.

SMILES	SR-BI DiI inh	Wnt act	dFosB activator	CDK5 p35 inh	SR-BI uptake up	Rtt109 HAT inh	PvdQ inh	MITF act	cardiac RTF act	HTR5A ag ctr
CCOC(=O)c1nc(NCc2ccccc2C)c2ccccc2n1	11	-2	-23	0.4	-11	0	-7	12	1	4
CN(C)S(=O)(=O)c1ccc(C(=O)NN2C(=O)NC3(CCCCC3)C2=O)cc1	-6	-3	-1	0.9	6	-2	-17	-2	1	0
CCc1nc(N2CCC3(CC2)OCCO3)c2nnn(Cc3ccccc3Cl)c2n1	40	·	-18	0.7	-40	17	1	-12	1	-2
CCOC(=O)CNC(=O)c1cn(CC)c(=O)c2cc(OC)c(OC)cc12	-49	2	2	-0.6	49	2	3	·	-4	0
COc1ccc(NC(=O)c2ccc(NC(=O)CCS(=O)(=O)c3cccs3)cc2)cc1	·	-1	30*	0.3	·	20	-2	6	-3	2
O=C(CCCn1c(SCC(=O)Nc2ccccc2C(F)(F)F)nc2ccccc2c1=O)NCC1CCCO1 (stereo not given)	-2	1	-11	·	2	2	1	17	2	-3
CCOC(=O)C1=C(C)NC(=O)C(C(N)=O)C1c1ccccc1 (stereo not given)	-28	-1	-3	-0.3	28	4	-12	-5	7	-5
Cc1ccc2cc(C#N)c(N3CCCN(C(=O)c4cnccn4)CC3)nc2c1	·	-2	-11	-0.1	·	-3	-5	-2	3	-3
COC(=O)C1=C[C@@H](C(=O)OC)[C@@H]2C3=C(C(=O)[C@@]2(C)NC(=O)c2ccccc2)[C@H](C)n2c(=O)n(C)c(=O)n2[C@@H]3C1	-10	-1	-5	-2.2	10	1	-7	-11	2	2
COC/C=C/C1=CC2=CC(=O)C(C)(OC(=O)c3cnc4ccccc4n3)C(=O)C2=CN1Cc1ccccc1 (stereo not given)	-5	0	-13	1.2	5	-8	-12	-30	0	6
COC(=O)c1c(C)[nH]c(C(=O)CN2CCOCC2)c1C	-12	·	2	-0.3	12	19	10	-11	-5	-4
O=C(CSCc1ccc([N+](=O)[O-])cc1)N/N=C/c1ccncc1	-8	-2	1	1.2	8	-6	-7	0	-1	-2
Cc1ccc(NC(=O)CSCC(=O)Nc2ncc3c(n2)CC(c2ccco2)CC3=O)cc1 (stereo not given)	7	·	-15	-0.7	-7	6	1	-10	1	-3
CC(C)CCn1nc(C(=O)OC(C)C(=O)NC(N)=O)c2ccccc2c1=O (stereo not given)	-10	·	-11	0.9	10	3	-7	-9	-4	0
CN1C(=O)N(C)c2cccc3cccc1c23	26	-1	1	-0.4	-26	-3	-14	-4	0	-1
COc1ccc(N2CCN(C(=O)c3ccc(N(C)S(=O)(=O)c4ccc(OC)cc4)cc3)CC2)cc1	50	0	-4	0.7	-49	-1	-7	-17	1	1
Cc1ccc(-c2onc3ccc(C4OCCO4)cc23)cc1	-10	5	-19	-3.4	10	-19	-11	78	1	1
COc1ccccc1N/C(=N/S(=O)(=O)c1ccc(C)cc1)c1ccccc1	-28	-3	2	-0.1	28	5	5	3	5	-4
CCc1nnc(NS(=O)(=O)c2ccc(N=CC3=C(O)CC(C)(C)CC3=O)cc2)s1	-21	0	-3	-1.0	21	-2	-9	-9	7	0
CCn1c(SCC(=O)c2ccc(Cl)cc2)nnc1-c1cccs1	1	-1	3	0.0	-1	·	-15	·	-1	-2

dFosB activator, entries above that show a hit
molecule,SR-BI DiI inh,Wnt act,dFosB activator,CDK5 p35 inh,SR-BI uptake up,Rtt109 HAT inh,PvdQ inh,MITF act
COc1ccc(NC(=O)c2ccc(NC(=O)CCS(=O)(=O)c3cccs3)cc2)cc1,·,-1,30*,0.3,·,20,-2,6

The listing continues.
SMILES	SR-BI DiI inh	Wnt act	dFosB activator	CDK5 p35 inh	SR-BI uptake up	Rtt109 HAT inh	PvdQ inh	MITF act	cardiac RTF act	HTR5A ag ctr
Cn1c(Cn2cnc([N+](=O)[O-])n2)nnc1SCC(=O)Nc1cccc(Cl)c1	-24	-3	-7	0.4	24	-3	-12	-8	1	4
CCOC(=O)C1(CCOc2ccccc2)CCN(Cc2ccccc2O)CC1	-8	-1	-1	-0.6	8	-4	-9	·	2	-3
Cc1ccc(OCC(=O)Nc2ccc3c(c2)nc(CCN2CCOCC2)n3C)cc1	11	·	7	-1.7	-11	-5	-3	·	-1	-1
Cc1csc(=O)n1CC(=O)OCC(=O)NCc1ccccc1	-17	2	-6	-2.4	17	46	5	-4	3	4
CC(=O)Nc1ccc(N2CCOCC2)c(Cl)c1	-15	-3	4	-1.0	15	·	-2	-1	-5	-2
COC(=O)c1ccc(C)c(NC(=O)C(CCSC)NC(=O)c2cc(OC)c(OC)c(OC)c2)c1 (stereo not given)	0	-2	-3	-0.1	0	-15	1	3	-2	2
O=C(Nc1ccc(N2CCN(C(=O)c3cccs3)CC2)cc1)c1ccccc1F	54	-3	-1	-0.7	-54	-7	4	4	0	0
CCOC(=O)c1ccc2nc(NC(NC(C)=O)(C(=O)OC)C(F)(F)F)sc2c1 (stereo not given)	-12	·	-5	-1.4	12	-4	-7	-7	-2	-1
COc1cc2c(cc1OC)C(C(=O)Nc1ccccn1)C(c1cccnc1)N(C)C2=O (stereo not given)	-25	·	-3	-6.3	25	1	-2	·	4	0
COC(=O)CCC(=O)OC1(C)C(=O)C=C2C=C(C3CC3)N(Cc3ccccc3)C=C2C1=O (stereo not given)	9	-1	4	2.6	-9	-1	9	0	-1	-2
Cc1noc(C)c1C(=O)OCC(=O)c1ccc[nH]1	28	-2	7	0.9	-28	-14	-17	-3	-3	6
CCCC(=O)Nc1ccc2oc(=O)ccc2c1	-18	0	2	1.6	18	-3	4	-5	-6	0
CCn1nc(C(=O)OCC(=O)N(CC(C)C)c2c(N)n(Cc3ccccc3)c(=O)[nH]c2=O)c2ccccc2c1=O	-5	4	-1	-0.3	5	7	3	5	-6	0
COCCNC(=O)C(c1ccc(F)cc1)N(Cc1cccs1)C(=O)CCC(=O)Nc1ccccn1 (stereo not given)	·	0	-8	1.8	·	-10	-8	-15	0	4
CCOc1ccc(-n2c(O)c(/C=N/c3ccnn3Cc3ccncc3)c3ccccc3c2=O)cc1	-1	0	-5	0.9	1	15	26	-1	4	-1
CC1(C)CC(=O)C(C=NCC2CCN(C(=O)Nc3ccc(Cl)c(Cl)c3)CC2)=C(O)C1	42	-1	2	1.3	-42	-1	-5	18	-1	-5
COC(=O)/C(=N\Nc1ccc(Cl)cc1)Sc1nnc(-c2ccc(OC)cc2)n1C	-21	-1	-8	0.2	21	-1	2	17	-3	6
C=CCn1c(CNS(=O)(=O)c2ccc(Cl)cc2)n[nH]c1=S	-16	-1	-1	-1.1	16	-3	6	2	-2	2
c1nc(N2CCOCC2)c2[nH]cnc2n1	-3	·	4	1.2	3	6	-8	·	-2	-1
CCN1CCN(S(=O)(=O)c2ccc(Br)s2)CC1	-17	·	3	0.1	17	-5	-18	5	-7	1
S=C(NCCSCc1ccccc1Cl)Nc1ccccc1	42	·	-5	-0.8	-42	22	-10	20	-5	-2
CC(NC(=O)c1noc2c1CCCCC2)c1ccccc1 (stereo not given)	4	0	-2	-0.5	-4	-7	-5	23	1	4
O=[N+]([O-])c1ccc(NCCCNS(=O)(=O)c2ccc(Cl)cc2)c(Cl)c1	-15	·	-2	-0.3	15	2	-2	0	0	1
COc1ccc(CCNC(=O)Nc2cccs2)c(OC)c1	35	1	-10	-0.1	-35	-7	3	16	-5	0
C/C(Cn1cnc([N+](=O)[O-])n1)=N\NC(=O)c1ccc(Br)cc1	-51	-1	7	·	51	7	-3	-10	-3	4
COc1cccc(CN2CCN(C(=O)C3CCC(=O)N(C4CCCC4)C3)CC2)c1 (stereo not given)	-28	4	3	-1.7	28	-6	10	-10	-4	0
O=C(COC(=O)Cc1c(F)cccc1Cl)NC(=O)Nc1ccccc1F	-5	4	-3	-0.2	5	2	-1	0	-4	9
Oc1ccc2c(c1)c1ccccc1c1ncccc21	11	6	15	7.9	-11	8	-11	-10	-5	3
O=C1OC/C(=C(/O)c2ccc(Cl)cc2)C1=O	-4	6	-5	-3.5	4	-9	-9	·	-17	0
O=c1[nH]c(CN2CCN(c3ccccc3O)CC2)nc2ccccc12	-12	·	11	0.1	12	3	-4	-18	4	-3
O=C(O)c1ccc(-c2ccccc2C(F)(F)F)o1	-19	·	-2	-1.1	19	0	3	-3	-4	-1
CCCCOCCCNC(=O)c1ccc2c(c1)OCO2	-18	-1	-2	0.3	18	-2	-12	3	7	0
COc1cc2c(cc1OC)C(c1cccc([N+](=O)[O-])c1)NC(=O)C2 (stereo not given)	-14	-1	1	0.5	14	6	3	8	4	-4
CN(C)c1nc(-c2cccnc2)nc(-c2ccc(Cl)cc2)c1C#N	49	-4	-12	-2.6	-49	2	-17	20	8	1
CC(=O)N1CCN(c2ccc(NC(=O)C(c3ccccc3)c3ccccc3)cc2)CC1	11	-2	-13	0.2	-11	-3	-12	·	0	-1
COc1ccccc1C(=O)Nc1ccc(N2CCCCC2)cc1	59	·	6	0.1	-59	3	-11	41	6	-4
Cn1cccc1CC(=O)NNC(=S)Nc1ccc(F)cc1	4	10	0	1.6	-4	8	-9	10	-3	-5
CC1(C(=O)NC2CCCCC2)CCC(=O)N1Cc1cccnc1 (stereo not given)	-17	-2	-2	0.6	17	1	-5	-1	2	3
CCOC(=O)[C@H]1[C@H]2COc3ccc(C)cc3[C@@H]2N2C(=O)c3ccc(Cl)cc3NC(=O)[C@@]12C	-11	-4	1	0.8	11	-9	-11	-2	-10	-4
CCOC(=O)N1CCN(c2nc3ccc(C(=O)c4ccccc4)cc3n3cnnc23)CC1	50	-4	-16	-5.9	-50	-3	-2	23	6	4

Three entries from above, sorted by molecular weight, lowest first:
SMILES	SR-BI DiI inh	Wnt act	dFosB activator	CDK5 p35 inh	SR-BI uptake up	Rtt109 HAT inh	PvdQ inh	MITF act	cardiac RTF act	HTR5A ag ctr
c1nc(N2CCOCC2)c2[nH]cnc2n1	-3	·	4	1.2	3	6	-8	·	-2	-1
CN1C(=O)N(C)c2cccc3cccc1c23	26	-1	1	-0.4	-26	-3	-14	-4	0	-1
COC(=O)CCC(=O)OC1(C)C(=O)C=C2C=C(C3CC3)N(Cc3ccccc3)C=C2C1=O (stereo not given)	9	-1	4	2.6	-9	-1	9	0	-1	-2

(listing goes on)
SMILES	SR-BI DiI inh	Wnt act	dFosB activator	CDK5 p35 inh	SR-BI uptake up	Rtt109 HAT inh	PvdQ inh	MITF act	cardiac RTF act	HTR5A ag ctr
CC(=O)Nc1ccc(S(=O)(=O)N2CCC(C(=O)NCc3ccncc3)CC2)cc1	-1	0	-5	-0.6	1	-7	-16	0	-6	-3
CCS(=O)(=O)C1=NN2C(=N)/C(=C\c3ccc(OCCOc4cccc(OC)c4)c(OC)c3)C(=O)N=C2S1	14	-2	-23	-2.2	-14	2	-7	18	-6	-2
O=C(CCC(=O)N1CCN(S(=O)(=O)c2ccc3ccccc3c2)CC1)Nc1cc(Cl)cc(Cl)c1	-41	-4	-2	1.3	41	3	-14	-31	3	2
C#CCSc1nsc(SCC#C)c1C#N	-1	·	-4	1.0	1	-12	2	-8	6	-3
CCc1cccc(NC(=O)CCNS(=O)(=O)c2cc(Br)cnc2N)c1	-7	3	-14	1.3	7	2	-11	2	4	-1

Compound activity as filed in PubChem BioAssay.

This is a random part of the collection (roughly 4.4% active in at least one column).
